SIRT5 inh: sirtuin-5 (human) deacylase inhibition; Purified SirT5, succinyl-peptide AMC, trypsin-coupled fluorescence; inhibition, % at 15 µM; 1.1% of 330,000 active; AID 652115; in the data active = inhibition above about 15%; inconclusive = no clear call, values can overlap the other calls
miR-122 sensor: blocks miR-122 activity in Huh7 sensor cells; Huh7 miR-122 Renilla luciferase sensor, 48 h; neutral wells = 0, positive control = 100; activation (reporter increase), % at 12.5 µM; 0.3% of 340,000 active; AID 602342;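 active = mean replicate activation score at least 90 and every replicate individually at or above 90; inconclusive = only one of the two criteria met; inactive = neither criterion met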;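 note: higher luciferase means less miR-122 activity so hits act as miR-122 inhibitors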
ERAP1 inh: ERAP1 (human) enzyme inhibition | Q9NZ08 | recombinant ERAP1, Leu-AMC fluorescence, 60 min | inhibition, % at 10.7 µM | 0.15% of 340,000 active | AID 652197;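 active = mean replicate inhibition of at least 30%, or all replicates individually reaching that 30% level; inactive = mean below 30% and not every replicate reaching it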;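 note: 0% = neutral control wells and 100% = L-leucinethiol positive control wells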
Target sequence (Q9NZ08 whole entry, looked up): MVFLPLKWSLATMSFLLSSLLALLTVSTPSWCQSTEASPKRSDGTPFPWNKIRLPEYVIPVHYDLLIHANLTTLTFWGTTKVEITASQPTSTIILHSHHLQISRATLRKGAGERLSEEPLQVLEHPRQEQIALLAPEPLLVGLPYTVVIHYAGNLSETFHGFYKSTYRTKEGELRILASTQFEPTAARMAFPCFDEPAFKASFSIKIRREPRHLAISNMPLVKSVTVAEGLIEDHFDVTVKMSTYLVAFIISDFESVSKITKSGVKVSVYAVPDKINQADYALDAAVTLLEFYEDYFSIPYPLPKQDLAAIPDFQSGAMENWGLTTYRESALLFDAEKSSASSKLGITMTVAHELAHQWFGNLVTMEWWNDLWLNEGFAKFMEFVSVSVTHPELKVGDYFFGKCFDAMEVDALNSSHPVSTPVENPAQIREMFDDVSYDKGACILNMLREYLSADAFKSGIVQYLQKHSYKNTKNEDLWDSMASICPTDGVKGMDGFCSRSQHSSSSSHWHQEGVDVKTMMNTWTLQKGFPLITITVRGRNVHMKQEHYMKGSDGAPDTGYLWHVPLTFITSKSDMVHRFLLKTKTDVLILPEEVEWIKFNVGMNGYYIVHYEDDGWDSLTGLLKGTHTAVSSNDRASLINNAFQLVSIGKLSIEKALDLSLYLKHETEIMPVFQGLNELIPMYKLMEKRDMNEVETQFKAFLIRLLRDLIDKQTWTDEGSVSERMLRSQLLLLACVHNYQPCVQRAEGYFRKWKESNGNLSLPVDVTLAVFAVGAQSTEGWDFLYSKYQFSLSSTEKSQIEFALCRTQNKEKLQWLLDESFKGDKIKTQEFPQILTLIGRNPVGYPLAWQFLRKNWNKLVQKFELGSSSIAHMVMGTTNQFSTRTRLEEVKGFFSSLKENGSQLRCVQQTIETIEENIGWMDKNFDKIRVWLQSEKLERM
CFTR F508del cor: correctors of CFTR F508del function in bronchial epithelial cells | 0.36% of 350,000 active | CFBE cells, YFP halide quenching; stimulated with forskolin plus potentiator P3; % fluorescence drop versus neutral controls | activity (quench increase), % at 7.58 µM;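 active = mean added fluorescence quench of at least 8% versus neutral control, with both replicates also reaching 8%; inconclusive = only one of the mean or replicate conditions met; inactive = mean below 8% and not both replicates reaching 8%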;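 note: cells transiently co-express mutant CFTR-F508del with the halide-sensitive YFP; corrector assay measuring rescue of mutant channel to the surface after 24 h compound exposure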
CASP6 VEID inh: inhibitors of human caspase-6. AID 686996. inhibition, % at 12.5 µM. 0.53% of 350,000 active. purified caspase-6, Z-VEID-R110 cleavage fluorescence. P55212;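 active = mean inhibition across replicates at least about 35%, with every replicate also reaching that limit, limit read from the data; inconclusive = only one of the two criteria met; inactive = neither criterion met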;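 note: 0% = median of neutral control wells and 100% = no fluorescence left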
DENV2 CPE rescue: inhibitors of DENV2 cytopathic effect; DENV2-infected cells, cytopathic effect rescue, plate reader; CPE inhibition, % at 9.99 µM; 1.7% of 350,000 active; in the data active = CPE inhibition above about 20%, passing the limit was not always enough; inconclusive = no clear call, values can overlap the other calls; tested in BHK-21 cells;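 note: 0% = median of neutral control wells and 100% = median of positive control wells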
ERp5 inh: inhibitors of human ERp5; Q15084; ERp5 insulin aggregation, absorbance 650 nm, 90 min; inhibition, % at 9.99 µM; 0.05% of 350,000 active;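 active = mean replicate inhibition above about 25%, with every replicate also reaching it, limit read from the data, passing the limit was not always enough; inconclusive = only one of those two criteria met; inactive = neither criterion met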
* marks the source's active call; other numbers are inactive results; ? = inconclusive; . = no result given; [ ] = dose if it differs, or a comment. Hits appear at their usual frequency; 4% or so of the library scored in one or more.

| SMILES | SIRT5 inh | miR-122 sensor | ERAP1 inh | CFTR F508del cor | CASP6 VEID inh | DENV2 CPE rescue | ERp5 inh |
| --- | --- | --- | --- | --- | --- | --- | --- |
| Cc1noc(C)c1S(=O)(=O)N(C)C[C@H]1OCCCC[C@H](C)Oc2ccc(NC(=O)Nc3ccc(F)cc3)cc2C(=O)N([C@H](C)CO)C[C@@H]1C | 1 | 0[16.7 µM] | -1 | -0.2 | -3 | -4 | 3 |
| CC(C)(C)OC(=O)C[C@@H]1C/C=C\C[C@H](CC(=O)NCCO)C(=O)N[C@H](Cc2ccccc2)COC1=O | -2 | 1 | -5 | -2.4 | 3 | -8 | 1 |
| CCCC(=O)Nc1ccc2c(c1)C(=O)N(C)[C@@H]1CC[C@@H](CC(=O)NCCOC)O[C@@H]1CO2 | . | 27[16.7 µM] | . | -2.5 | . | 3 | . |
| Cc1cccc(-n2c(SCC(=O)N3CCCC3)nnc2-c2ccccn2)c1C | -3 | 3 | 3 | . | 0 | . | 1 |
| Cc1onc(-c2c(Cl)cccc2Cl)c1C(=O)Nc1ccc(N2CCOCC2)cc1 | 4 | 25 | -6 | -0.3 | -3 | -2 | 0 |
| C/C=C/c1ccc([C@@H]2[C@H](CO)N(C(=O)COC)[C@H]2CNC(=O)CC)cc1 | 5 | 0[16.7 µM] | 0 | -7.9 | -3 | 4 | 6 |
| O=c1[nH]c(=S)[nH]c2c1C(c1ccc(F)cc1)OC(CCC(F)(F)F)C2 (stereo not given) | -5 | 0 | 0 | -1.1 | 4 | -6 | 12 |
| COc1ccc(-c2csc3ncnc(N4CCN(C(=O)c5ccco5)CC4)c23)cc1 | -1 | . | 3 | -2.7 | 3 | -2 | 6 |
| CCCNc1sc(S(=O)(=O)CCC)nc1S(=O)(=O)c1ccc(C)cc1 | -4 | . | 0 | 3.5 | 0 | -5 | -3 |
| COc1cccc(CNC(=O)C[C@H]2C=C[C@H](NC(C)=O)[C@@H](CO)O2)c1 | -6 | . | -1 | 1.1 | 1 | -4 | 3 |

A draw from above in order of length of the SMILES, largest number first:
| SMILES | SIRT5 inh | miR-122 sensor | ERAP1 inh | CFTR F508del cor | CASP6 VEID inh | DENV2 CPE rescue | ERp5 inh |
| --- | --- | --- | --- | --- | --- | --- | --- |
| Cc1noc(C)c1S(=O)(=O)N(C)C[C@H]1OCCCC[C@H](C)Oc2ccc(NC(=O)Nc3ccc(F)cc3)cc2C(=O)N([C@H](C)CO)C[C@@H]1C | 1 | 0[16.7 µM] | -1 | -0.2 | -3 | -4 | 3 |
| C/C=C/c1ccc([C@@H]2[C@H](CO)N(C(=O)COC)[C@H]2CNC(=O)CC)cc1 | 5 | 0[16.7 µM] | 0 | -7.9 | -3 | 4 | 6 |
| COc1cccc(CNC(=O)C[C@H]2C=C[C@H](NC(C)=O)[C@@H](CO)O2)c1 | -6 | . | -1 | 1.1 | 1 | -4 | 3 |
| COc1ccc(-c2csc3ncnc(N4CCN(C(=O)c5ccco5)CC4)c23)cc1 | -1 | . | 3 | -2.7 | 3 | -2 | 6 |
| Cc1onc(-c2c(Cl)cccc2Cl)c1C(=O)Nc1ccc(N2CCOCC2)cc1 | 4 | 25 | -6 | -0.3 | -3 | -2 | 0 |
| CCCNc1sc(S(=O)(=O)CCC)nc1S(=O)(=O)c1ccc(C)cc1 | -4 | . | 0 | 3.5 | 0 | -5 | -3 |

Other entries
| SMILES | SIRT5 inh | miR-122 sensor | ERAP1 inh | CFTR F508del cor | CASP6 VEID inh | DENV2 CPE rescue | ERp5 inh |
| --- | --- | --- | --- | --- | --- | --- | --- |
| Cc1ncoc1C(=O)N1CCCC(N2CCN(c3cccc(C(F)(F)F)c3)CC2)C1 (stereo not given) | -1 | . | 0 | 2.3 | 2 | 5 | 14 |
| CC(C)C1=NN2C(=N)CC(=O)N=C2S1 | 3 | . | -3 | 2.0 | -3 | -4 | 0 |
| CN(c1ccccc1)S(=O)(=O)c1ccc(Cl)c(C(=O)OCC(=O)NCc2ccco2)c1 | -3 | -4 | -5 | -1.1 | 10 | 6 | -7 |
| COc1cc(C2NC(=O)NC3=C2C(=O)OC3)cc(OC)c1OC (stereo not given) | 4 | -8 | 0 | -0.3 | 2 | 5 | 8 |
| O=C(CCc1nc2ccccc2c(=O)[nH]1)Nc1cccc(S(=O)(=O)N2CCCCC2)c1 | 4 | . | 7 | -0.4 | 6 | 19 | 0 |
| CO[C@H]1CN(C)C(=O)c2ccc(NC(=O)Nc3ccc(Cl)cc3)cc2OC[C@@H](C)N(C)C[C@@H]1C | 3 | 1[16.7 µM] | -5 | . | -13 | 9 | 3 |
| CC1(C)CCC(=O)N2CC[C@H]3C[C@H](OC(=O)Nc4ccc5c(c4)OCO5)C[C@@H]1[C@H]32 | 2 | 1 | 15 | 4.9 | 7 | . | -6 |
| CNC[C@H]1OCCCC[C@H](C)Oc2ccc(NC(=O)Cc3ccccc3)cc2C(=O)N([C@H](C)CO)C[C@@H]1C | 9 | 36[16.7 µM] | -1 | 1.5 | -4 | 14 | -1 |
| O=C(O)CCCNC(=O)/C(=C\c1ccc(Cl)cc1)NC(=O)c1ccccc1Br | -11 | 0 | -5 | -2.2 | 2 | 1 | -5 |
| C=CCN1C(=O)N(c2ccccc2)C(=O)C1CC(=O)Nc1ccc(OC)cc1 (stereo not given) | 3 | -11 | 2 | -1.4 | -3 | -1 | -3 |
| C[C@H]1CN([C@@H](C)CO)C(=O)Cc2cc(NC(=O)Cc3ccccc3)ccc2O[C@H]1CN(C)Cc1ccc(C(=O)Nc2ccccc2N)cc1 | 1 | . | -2 | 2.3 | 3 | -7 | -2 |
| COc1ccccc1NC(=O)CSc1nnc2ccc(-c3ccccn3)nn12 | 0 | 12 | -1 | -2.5 | -1 | -14 | -3 |
| COc1ccc(NC(=O)Nc2ccc3c(c2)CC(=O)N([C@H](C)CO)C[C@@H](C)[C@@H](CN(C)C(=O)Nc2cccc4ccccc24)O3)cc1 | . | 69[16.7 µM] | . | -4.1 | . | ? | . |
| Cc1ccc(C(=O)CCC(=O)N2CCN(C(=O)c3ccco3)CC2)cc1 | 3 | -4 | -4 | -3.3 | -2 | 2 | -6 |
| C[C@@H]1CN([C@H](C)CO)C(=O)c2cccc(NC(=O)C3CC3)c2O[C@@H]1CN(C)C(=O)Nc1ccc(F)cc1 | -1 | -8[16.7 µM] | -3 | 0.9 | -3 | 12 | -4 |
| O=C(O)Cc1ccc(NC(=O)Nc2cccc(Cl)c2)cc1 | 0 | . | -17 | -0.2 | 1 | 1 | -1 |
| CN(CC(=O)Nc1ccc(Cl)cc1)S(=O)(=O)c1ccc2c(c1)n(C)c(=O)c(=O)n2C | -1 | 2 | 1 | 2.7 | 1 | 4 | 3 |
| CCCN(C(=O)/C=C/c1ccc(S(=O)(=O)N(CC)CC)cc1)C1CCS(=O)(=O)C1 (stereo not given) | -2 | . | 1 | 2.0 | 0 | -4 | -33 |
| CN1CCN(C(=O)C[C@H]2C[C@@H]3c4cc(NS(=O)(=O)c5ccc(F)cc5)ccc4O[C@@H]3[C@@H](CO)O2)CC1 | . | -6[16.7 µM] | . | -1.0 | . | -2 | . |
| CCCC#Cc1ccc2c(c1)O[C@@H](CN(C)C(=O)c1ccccn1)[C@H](C)CN([C@@H](C)CO)S2(=O)=O | 3 | 22[16.7 µM] | 2 | 5.4 | 3 | -17 | -3 |
| CC(=O)Nc1c(-c2cc(=O)oc3cc(C)ccc23)oc2ccccc12 | -1 | -2 | 10 | 1.7 | 6 | -3 | 3 |
| COCCN(Cc1cc2cc3c(cc2nc1Cl)OCO3)C(=O)c1ccc(C)cc1 | -3 | 2 | 0 | . | 2 | 5 | 2 |
| O=S(=O)(c1ccccc1OC(F)(F)F)N1CCN(c2ccnc3cc(Cl)ccc23)CC1 | -4 | -2 | -1 | -4.8 | -1 | -2 | -2 |
| Cc1ccccc1S(=O)(=O)N1CC(=O)N2[C@H](CO)[C@H](c3ccc(C#CCC(C)C)cc3)[C@H]2C1 | 10 | . | -1 | 6.7 | 0 | -5 | 8 |
| O=C(NCCCN1CCOCC1)c1ccc2c(c1)N(Cc1ccc(F)cc1)CCS2 | -24 | 5 | -25 | -0.8 | -6 | -2 | 1 |
| Cc1ccc(NC(=O)CSc2nc3ccccc3c(=O)n2CC2CCCO2)cc1 (stereo not given) | 3 | . | 1 | 0.9 | -3 | 6 | 16 |
| CC(C)NC(=O)N(C)C[C@H]1Oc2ccc(NC(=O)NC3CCCCC3)cc2C(=O)N([C@@H](C)CO)C[C@H]1C | -4 | -2[16.7 µM] | 3 | -2.5 | . | -8 | 1 |
| CCOc1ccc(N2C(=O)CC(NC3CCN(C(=O)c4ccc(F)cc4)CC3)C2=O)cc1 (stereo not given) | -2 | . | 2 | 2.0 | 1 | -7 | 0 |
| CC(C)C(NC(=O)c1ccco1)C(=O)NCC(c1ccco1)N(C)C (stereo not given) | -4 | -8 | -4 | . | -7 | . | 1 |
| CC(/C=C/c1ccco1)=N\NC(=O)c1cc(Cl)ccc1O | 0 | . | -1 | . | 52* | -6 | -1 |
| O=C(NNc1ccccc1)C(=O)NNS(=O)(=O)c1ccc([N+](=O)[O-])cc1 | 3 | . | -3 | 1.1 | 3 | 3 | 1 |
| COc1ccc(OCC(=O)OCC(=O)N2CC(=O)Nc3ccccc32)cc1 | 3 | -3 | 1 | 0.4 | 3 | -11 | 1 |
| CCCS(=O)(=O)NC(=O)C1(C)CCN(C(=O)c2ccc(OC)cc2OC)C1 (stereo not given) | 2 | 1 | 9 | 1.0 | 0 | ? | 0 |
| Cc1ccc(S(=O)(=O)N(C)C)cc1NC(=S)NC12CC3CC(CC(C3)C1)C2 | 2 | 33 | -2 | -0.3 | 1 | 10 | 3 |
| O=C(NCCc1ccc(Cl)cc1)C1CC(=O)N(CCc2ccccc2)C1 (stereo not given) | -2 | -7 | -1 | -0.9 | 0 | 5 | 1 |
| COc1ccccc1CN1CCC(n2nccc2NC(=O)CCc2ccccc2)CC1 | 2 | -4 | -3 | -1.4 | -4 | 1 | -5 |
| Cc1ccc2nc(Cl)c(CN(C(=O)c3cnccn3)C3CCCCC3)cc2c1 | 0 | . | -1 | . | -1 | . | -4 |
| COc1ccccc1-c1cnc2c(c1)C(=O)N([C@H](C)CO)C[C@@H](C)[C@H](CN(C)C(C)=O)O2 | 13 | 1[16.7 µM] | -4 | -2.4 | 1 | -2 | -1 |
| COCC(=O)N1[C@H](CO)[C@@H](c2ccc(C#CCC3CCCC3)cc2)[C@@H]1C#N | 1 | . | 1 | 3.1 | 1 | 1 | -3 |
| O=C(COc1ccccc1)Nc1nnc(-c2ccccc2Cl)o1 | -1 | 4 | -2 | 3.2 | -3 | 20 | 3 |
| CCCC/C=C/C(NC(=O)CCc1ccccc1)c1ccccc1 (stereo not given) | . | -4 | 0 | -5.9 | 1 | 12 | -4 |
| O=C(N/N=C/c1ccc(-c2ccccc2)o1)c1ccccc1O | -7 | . | . | -2.0 | 3 | . | -3 |
| COCCNc1nnc(SCC(=O)NC2CCCCC2)s1 | -2 | 0 | 0 | -6.1 | 2 | -4 | 1 |
| CN(C)c1ccc(C(=O)N2CCC2(C)C(=O)O)cc1 (stereo not given) | . | -1 | -1 | 0.6 | 5 | ? | 0 |
| CN(C)S(=O)(=O)c1cccc(C(=O)Nc2ccc(C(=O)Nc3cccc(S(N)(=O)=O)c3)cc2)c1 | . | -2 | 2 | -3.3 | 1 | 3 | 5 |
| CNC(=O)C[C@H]1C(=O)N(Cc2ccccc2)C[C@@H]1CSC | -4 | -3 | -2 | -0.3 | 0 | 12 | 4 |
| C[C@@H]1CCCCO[C@@H](CN(C)C(=O)CCCN(C)C)[C@H](C)CN([C@@H](C)CO)C(=O)c2cc(NC(=O)CCCN(C)C)ccc2O1 | -3 | 5[16.7 µM] | -3 | 1.8 | 1 | ? | 5 |
| COc1ccc(/C=N/NC(=O)c2[nH]c3ccc(Cl)cc3c2-c2ccccc2)c(C(=O)O)c1OC | 6 | 3 | 6 | 0.3 | 0 | 16 | 2 |
| O=C(Nc1cccnc1)C1CCN(S(=O)(=O)c2cccs2)CC1 | 0 | . | . | 0.1 | -4 | 0 | 5 |

Source: PubChem BioAssay (Broad Institute)
